High-throughput results as filed in PubChem.
Pf apPOL inh: Pf-apPOL DNA polymerase inhibition; Recombinant Pf-apPOL, molecular beacon fluorescence, 1.5 h; inhibition, % at 10 µM; 210,000 tested, 0.25% active
mHTT-CaM PPI inh: inhibitors of human mutant huntingtin-calmodulin interaction; 190,000 tested, 3.6% active; AlphaScreen His-mHTT/GST-CaM binding, luminescence; AID 1671202; inhibition, % at 15 µM; P42858;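 note: 0% = both proteins with DMSO and 100% = one protein alone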
Target sequence (P42858 whole entry, looked up, stated change not applied): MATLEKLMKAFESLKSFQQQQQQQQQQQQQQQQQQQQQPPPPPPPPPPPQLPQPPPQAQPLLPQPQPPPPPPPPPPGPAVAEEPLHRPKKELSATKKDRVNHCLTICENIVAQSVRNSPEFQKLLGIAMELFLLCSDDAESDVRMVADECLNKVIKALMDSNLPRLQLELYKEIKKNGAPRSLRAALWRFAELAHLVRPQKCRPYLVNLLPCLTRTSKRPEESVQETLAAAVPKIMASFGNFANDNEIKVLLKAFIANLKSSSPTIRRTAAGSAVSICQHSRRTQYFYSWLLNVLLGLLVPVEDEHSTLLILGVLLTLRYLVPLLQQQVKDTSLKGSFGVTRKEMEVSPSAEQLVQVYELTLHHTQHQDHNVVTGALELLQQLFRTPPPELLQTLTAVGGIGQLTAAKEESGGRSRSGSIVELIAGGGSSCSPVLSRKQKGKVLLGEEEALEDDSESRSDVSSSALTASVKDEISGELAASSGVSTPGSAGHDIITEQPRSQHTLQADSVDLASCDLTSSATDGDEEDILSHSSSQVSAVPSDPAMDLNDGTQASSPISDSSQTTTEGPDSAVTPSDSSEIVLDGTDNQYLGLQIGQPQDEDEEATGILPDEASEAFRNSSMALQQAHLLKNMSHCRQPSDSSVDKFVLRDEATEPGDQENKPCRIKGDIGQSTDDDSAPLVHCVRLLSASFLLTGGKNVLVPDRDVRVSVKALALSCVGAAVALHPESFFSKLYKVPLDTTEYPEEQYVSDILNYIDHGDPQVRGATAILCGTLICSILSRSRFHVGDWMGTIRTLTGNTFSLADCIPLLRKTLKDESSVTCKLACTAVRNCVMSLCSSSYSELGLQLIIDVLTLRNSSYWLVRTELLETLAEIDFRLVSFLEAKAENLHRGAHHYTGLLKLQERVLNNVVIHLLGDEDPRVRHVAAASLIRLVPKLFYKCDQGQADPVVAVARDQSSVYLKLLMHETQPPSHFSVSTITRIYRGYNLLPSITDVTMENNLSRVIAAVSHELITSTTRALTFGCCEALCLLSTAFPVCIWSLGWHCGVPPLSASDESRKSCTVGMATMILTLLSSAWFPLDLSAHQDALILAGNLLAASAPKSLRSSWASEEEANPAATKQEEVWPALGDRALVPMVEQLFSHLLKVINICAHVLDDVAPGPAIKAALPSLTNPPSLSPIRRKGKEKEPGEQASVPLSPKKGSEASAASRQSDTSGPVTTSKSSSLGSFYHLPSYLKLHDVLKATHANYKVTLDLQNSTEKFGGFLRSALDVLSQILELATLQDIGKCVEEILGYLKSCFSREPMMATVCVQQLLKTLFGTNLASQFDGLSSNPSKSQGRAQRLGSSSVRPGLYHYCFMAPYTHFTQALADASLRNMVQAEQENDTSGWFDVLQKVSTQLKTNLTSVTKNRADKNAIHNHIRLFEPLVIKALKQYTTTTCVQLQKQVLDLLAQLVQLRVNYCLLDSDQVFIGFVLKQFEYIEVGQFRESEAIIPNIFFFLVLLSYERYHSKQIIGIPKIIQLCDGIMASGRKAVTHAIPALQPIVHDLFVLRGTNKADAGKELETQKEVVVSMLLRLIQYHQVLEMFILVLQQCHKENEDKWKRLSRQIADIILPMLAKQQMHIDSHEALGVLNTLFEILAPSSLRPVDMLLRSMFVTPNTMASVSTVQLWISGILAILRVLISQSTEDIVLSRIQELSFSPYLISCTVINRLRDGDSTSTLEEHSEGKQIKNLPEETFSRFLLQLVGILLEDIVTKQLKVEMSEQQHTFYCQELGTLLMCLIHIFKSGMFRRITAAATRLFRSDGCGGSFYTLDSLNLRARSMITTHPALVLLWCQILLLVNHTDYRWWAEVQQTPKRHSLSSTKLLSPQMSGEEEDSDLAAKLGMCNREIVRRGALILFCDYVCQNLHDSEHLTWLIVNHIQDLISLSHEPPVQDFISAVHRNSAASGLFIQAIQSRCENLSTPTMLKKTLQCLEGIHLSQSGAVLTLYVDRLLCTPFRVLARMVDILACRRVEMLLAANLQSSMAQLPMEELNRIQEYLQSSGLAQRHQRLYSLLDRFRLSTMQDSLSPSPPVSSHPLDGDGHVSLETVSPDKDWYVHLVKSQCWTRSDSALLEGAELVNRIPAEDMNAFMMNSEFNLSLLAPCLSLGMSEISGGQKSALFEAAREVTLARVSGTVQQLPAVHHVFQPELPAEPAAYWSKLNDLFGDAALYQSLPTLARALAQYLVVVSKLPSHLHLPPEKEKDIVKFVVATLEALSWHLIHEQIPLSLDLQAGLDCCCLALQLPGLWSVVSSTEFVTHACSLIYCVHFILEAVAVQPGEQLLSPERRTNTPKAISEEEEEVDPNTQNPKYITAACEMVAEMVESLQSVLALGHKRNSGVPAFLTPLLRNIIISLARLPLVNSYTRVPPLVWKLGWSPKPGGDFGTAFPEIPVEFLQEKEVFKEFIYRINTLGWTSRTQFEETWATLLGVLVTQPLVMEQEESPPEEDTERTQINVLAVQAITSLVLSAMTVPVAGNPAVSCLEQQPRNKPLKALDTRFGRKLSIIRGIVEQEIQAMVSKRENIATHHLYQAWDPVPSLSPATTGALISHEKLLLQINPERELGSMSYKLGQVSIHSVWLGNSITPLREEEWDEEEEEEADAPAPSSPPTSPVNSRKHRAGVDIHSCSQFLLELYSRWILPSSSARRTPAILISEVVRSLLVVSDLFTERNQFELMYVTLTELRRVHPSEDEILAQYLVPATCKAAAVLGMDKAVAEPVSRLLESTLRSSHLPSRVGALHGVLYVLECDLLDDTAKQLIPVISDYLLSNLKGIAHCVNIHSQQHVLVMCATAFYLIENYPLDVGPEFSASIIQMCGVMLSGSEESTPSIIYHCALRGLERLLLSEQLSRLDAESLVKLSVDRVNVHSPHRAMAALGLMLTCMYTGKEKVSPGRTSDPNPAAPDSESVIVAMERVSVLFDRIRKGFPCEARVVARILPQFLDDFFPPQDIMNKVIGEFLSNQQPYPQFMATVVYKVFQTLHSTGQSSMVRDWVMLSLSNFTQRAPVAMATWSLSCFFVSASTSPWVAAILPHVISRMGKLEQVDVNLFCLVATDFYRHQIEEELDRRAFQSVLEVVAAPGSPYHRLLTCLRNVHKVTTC
* = called active by the depositor; · = not tested or not shown; & = joins results of further samples. Cut-off read from the data, not from the text of the source: active = inhibition above about 50%; inactive = the rest.

SMILES	Pf apPOL inh	mHTT-CaM PPI inh
O=C(/C=C/c1ccccc1)NC(NCc1ccco1)C(Cl)(Cl)Cl (stereo not drawn)	2	4
CC(C)(C)C(=O)/C=C(N)/C=C/c1ccccc1	1	20
COc1ccc(Cl)cc1C1=N/C(=C/c2ccc(Cl)cc2)C(=O)O1	7	1
Cc1cc(C)n(-c2ccc(-n3cccc3C=C(C#N)C#N)cc2)n1	-2	·
CC1CCc2onc(C(=O)N(CCN(C)C)Cc3ccco3)c2C1 (stereo not drawn)	-3	1
Fc1ccc(Cn2nc(Cl)nc2Cl)cc1	·	-7
COc1ccc(Oc2cc(C(F)(F)F)nc3cc(C(C)(C)C)nn23)cc1	0	·
Clc1ccc(C2=NN(c3ccccc3)C(c3cccs3)C2)cc1 (stereo not drawn)	1&2	·
O=C(NCCc1cccs1)c1csc(-c2cnccn2)n1	18	-6
O=C(CN1CCN(C(=O)Nc2ccc(F)cc2)CC1=O)N1CCCCC1	-3	3
COc1ccc(C(=O)N2CCC(c3cc(N)on3)CC2)cc1F	-3	4
Cc1cccc(C2CCCN2C(=O)NCC(C)C)c1 (stereo not drawn)	6	-5
CC(C)CC(=O)N1CCCC(COc2cccc(C(=O)N3CCCCC3)c2)C1 (stereo not drawn)	0	15
CN(CCc1ccccc1)C(=O)c1ccc(-c2ccc(F)cc2)s1	-3	-9
COc1cc(C2=N/C(=C3/OC(=O)c4ccccc43)C(=O)O2)cc(OC)c1OC	5	-1
CCCCNC(=O)CCCN1C(=O)CCn2nc(C)cc21	1	2
CCc1cccc(CC)c1NC(=O)C1CCCCC1C(=O)O (stereo not drawn)	-1	2
Cc1ccc(-n2cc(C3CCN(C(=O)COc4cccc(C)c4)CC3)cn2)cc1	-8	24
CSc1nnc2c(n1)OC(c1ccc([N+](=O)[O-])o1)Nc1ccccc1-2 (stereo not drawn)	3	25
COc1nccnc1NC1CCN(S(=O)(=O)C(C)C)CC1	-4	0
O=[N+]([O-])c1ccc(N2CCN3CCCC3C2)c([N+](=O)[O-])c1 (stereo not drawn)	·	8
CCOc1ccc(NC(=O)C(C)Sc2nnc(-c3ccc(OC)c(OC)c3)o2)cc1 (stereo not drawn)	-3	3
O=C(Nc1cc(Cl)ccc1O)c1ccc2c(c1)C(=O)N(CC1CCCO1)C2=O (stereo not drawn)	-9	2
Cc1cc(Cl)ccc1OCC(=O)Nc1nc(-c2ccncc2)cs1	0	2
Cn1cc(S(=O)(=O)Nc2cnn(COc3cccc(Cl)c3)c2)cn1	·	-3
N#Cc1c(SCC(=O)Nc2ccccc2)nsc1SCC(=O)Nc1ccccc1	-3	-3
COc1cccc(S(=O)(=O)N2CCC3(C2)Nc2cccnc2NC3=NC(C)(C)C)c1 (stereo not drawn)	0	11
O=C(NC1CCC(NC(=O)C(Cl)Cl)CC1)C(Cl)Cl (stereo not drawn)	4	-2
O=C(CSc1nc(-c2ccccc2)[nH]c1S(=O)(=O)c1ccccc1)NC1CC1	3	-5
COC(=O)Oc1ccc2c(=O)c(Oc3cccc(C)c3)c(C(F)(F)F)oc2c1	-5	8
O=C(O)c1cc(-c2ccc(Cl)s2)nc2ccccc12	-6	4
CCc1ccccc1NC(=O)N1CCC2(CC1)NC(=O)c1cccc(Cl)c1N2	-8	-1
CN(C)CCNc1ncnc2ccc(Br)cc12	-5	-7
CCCC(=O)N1c2ccccc2-c2nnc(SC)nc2OC1c1ccc2c(c1)OCO2 (stereo not drawn)	-83	35
Cc1c(Cl)cccc1NC(=O)C(C)C	-1	2
Cc1cc(C)c(C(=O)N2CCC(CC(=O)NCc3cccc(F)c3)CC2)[nH]1	-5	12
CC(C)c1noc(-c2cccnc2N2CCCN(C(=O)NCc3ccccc3)CC2)n1	-5	-6
COc1ccc(NC(=O)CCN2CCCC2)c(OC)c1	-8	0
CC(C)Oc1ccc(C(O)=C2C(=O)C(=O)N(CCCN(C)C)C2c2ccco2)cc1 (stereo not drawn)	2	-1
O=C(NCc1cccs1)c1cc2n(n1)C(C(F)(F)F)CC(c1ccc(Cl)cc1)N2 (stereo not drawn)	-1	4
NNc1ccc2c(Cl)cc(Cl)c(O)c2n1	-5	100*
Cc1ccc(C2=N/C(=C/c3ccccc3[N+](=O)[O-])C(=O)O2)cc1	4	5
Cc1ccc(-n2nc3c(c2NC(=O)c2cccc([N+](=O)[O-])c2)CS(=O)(=O)C3)cc1	-6	11
Fc1ccc(NC(=S)Nc2ccc(Br)c(Cl)c2)cc1	·	-22
Cc1cc2c(cc1Br)NC(=O)C21C(C#N)=C(N)OC2=C1C(=O)CC(C)C2 (stereo not drawn)	2	7
CCOc1ccc(NCC(O)Cn2c3ccccc3n3c(=O)cc(C)c(C#N)c23)cc1 (stereo not drawn)	0	-14
Cc1ccc(CNC(=O)C2(C)CCCN(C(=O)C(C)(C)C)C2)cc1 (stereo not drawn)	0	1
O=C(c1ccccc1)N1CCN(Cc2ccccn2)CC1	0&-2	4&-2
O=C(c1ccc(Cl)cc1)N1CCN(CCOc2ccccc2)CC1	-6&-4	·
Cc1cc(-c2nnc(CN3CCCCC3)o2)ccc1[N+](=O)[O-]	-11	·
CCN1C(=O)Cc2c(C)nc(-c3ccc(OC)cc3)nc21	25	24
CCC(=O)N1CCc2sc(C(=O)N(C)Cc3ccccc3)cc2C1	0	-4
COc1ccccc1C(=O)NC1CCN(c2nnc3ccc(C(F)(F)F)cn23)CC1	-4	1
Cc1cc(C)c(C#N)c(SCC(O)CNc2ccc(Cl)cc2)n1 (stereo not drawn)	-6	0
O=C(NCc1cccnc1)C(=O)Nc1nccs1	-1&-6	-5&1
CCCCN1C(=O)C(CC(=O)NC2CCCC2)Sc2ncccc21 (stereo not drawn)	-8	-10
O=[N+]([O-])c1cc2c(cc1S(=O)(=O)c1ccc(Cl)cc1)OCO2	7	15
O=C(NCC1CC1)C1CC(=O)N(c2ccc3c(c2)CCN3C(=O)C2CCC2)C1 (stereo not drawn)	-1	2
Cc1sc(NC(=O)CCCC(=O)O)c(C#N)c1C	-4	0
CCNc1nccc(N2CCC(CC(=O)N3CCN(c4ccccc4F)CC3)CC2)n1	2	8

19 entries from above, with two lines to a compound:
Each structure is followed by: Pf apPOL inh | mHTT-CaM PPI inh
- Cc1ccc(C2=N/C(=C/c3ccccc3[N+](=O)[O-])C(=O)O2)cc1
  4 | 5
- Cc1ccc(-n2nc3c(c2NC(=O)c2cccc([N+](=O)[O-])c2)CS(=O)(=O)C3)cc1
  -6 | 11
- Fc1ccc(NC(=S)Nc2ccc(Br)c(Cl)c2)cc1
  · | -22
- Cc1cc2c(cc1Br)NC(=O)C21C(C#N)=C(N)OC2=C1C(=O)CC(C)C2 (stereo not drawn)
  2 | 7
- CCOc1ccc(NCC(O)Cn2c3ccccc3n3c(=O)cc(C)c(C#N)c23)cc1 (stereo not drawn)
  0 | -14
- Cc1ccc(CNC(=O)C2(C)CCCN(C(=O)C(C)(C)C)C2)cc1 (stereo not drawn)
  0 | 1
- O=C(c1ccccc1)N1CCN(Cc2ccccn2)CC1
  0&-2 | 4&-2
- O=C(c1ccc(Cl)cc1)N1CCN(CCOc2ccccc2)CC1
  -6&-4 | ·
- Cc1cc(-c2nnc(CN3CCCCC3)o2)ccc1[N+](=O)[O-]
  -11 | ·
- CCN1C(=O)Cc2c(C)nc(-c3ccc(OC)cc3)nc21
  25 | 24
- CCC(=O)N1CCc2sc(C(=O)N(C)Cc3ccccc3)cc2C1
  0 | -4
- COc1ccccc1C(=O)NC1CCN(c2nnc3ccc(C(F)(F)F)cn23)CC1
  -4 | 1
- Cc1cc(C)c(C#N)c(SCC(O)CNc2ccc(Cl)cc2)n1 (stereo not drawn)
  -6 | 0
- O=C(NCc1cccnc1)C(=O)Nc1nccs1
  -1&-6 | -5&1
- CCCCN1C(=O)C(CC(=O)NC2CCCC2)Sc2ncccc21 (stereo not drawn)
  -8 | -10
- O=[N+]([O-])c1cc2c(cc1S(=O)(=O)c1ccc(Cl)cc1)OCO2
  7 | 15
- O=C(NCC1CC1)C1CC(=O)N(c2ccc3c(c2)CCN3C(=O)C2CCC2)C1 (stereo not drawn)
  -1 | 2
- Cc1sc(NC(=O)CCCC(=O)O)c(C#N)c1C
  -4 | 0
- CCNc1nccc(N2CCC(CC(=O)N3CCN(c4ccccc4F)CC3)CC2)n1
  2 | 8

More compounds
SMILES	Pf apPOL inh	mHTT-CaM PPI inh
CC(=O)Nc1ccc(-c2nc3cc4sc(-c5ccc(NC(C)=O)cc5)nc4cc3s2)cc1	3	1
CCc1cccc(NC(=O)c2ccc(-n3cc(CNC(=O)C4CC4)cn3)cc2)c1	-5	-4
O=C(NCc1ccc2c(c1)OCO2)C1CCN(c2nc3cccnc3s2)CC1	-1	8
COc1ccc(C(=O)Nc2ccc3nn(-c4ccc(Cl)cc4)nc3c2)cc1[N+](=O)[O-]	0	5
CC1CCN(CC(O)COC(C)(C)C)CC1 (stereo not drawn)	4	4
COc1ccc(C(=O)N2CCC(c3nc(C(=O)N4CCSCC4)c(C)o3)CC2)cc1F	-1	6
CC(C)CSc1nc(N2CCOCC2)c2c(c1C#N)CCCC2	-2	-1
CS(=O)(=O)Nc1ccccc1Oc1ccc(Cl)cc1Cl	-9	·
CN1C(=O)CC(c2ccc([N+](=O)[O-])cc2)C2=C1CC(C)(C)CC2=O (stereo not drawn)	-4	2
COc1cc(OC)c(OC)cc1/C=C1/N=C(c2ccc(Cl)c(Cl)c2)OC1=O	2	1
NC(=O)COc1ccc(/C=C2\N=C(c3ccccc3Cl)OC2=O)cc1	1	17
CC(C)c1nncn1C1CCN(C(=O)Cc2cccs2)C1 (stereo not drawn)	5	3
COC(=O)[C@H](CCSC)NS(=O)(=O)c1ccccc1Br	-3	-3
O=C1CSC(=Nc2ccccc2C(F)(F)F)N1	3	-2
COc1ccc2cc3cc(C(=O)NCCN4CCOCC4)oc3nc2c1	-1	2
CCCCOc1ccc(C(=O)NC2(c3nc(C)no3)CCCCC2)cc1	1	-3
Cc1cc(C(=O)NNC(=O)C2CCN(c3nccc(C(F)(F)F)n3)CC2)nn1C(C)(C)C	-7	·
Cc1cc(NC(=O)Cn2cnc3c2c(=O)n(C)c(=O)n3C)no1	2&-2	-17&-1
CN1CCN(CC(O)Cn2c(N3CCOCC3)nc3c2c(=O)n(C)c(=O)n3C)CC1 (stereo not drawn)	-6	·
O=C1CC(C(=O)NCc2ccccc2)C2(CCCC2)O1 (stereo not drawn)	-2	5
CC(NC(=O)CSc1ncnc2nc[nH]c12)c1ccccc1 (stereo not drawn)	-10	3
CC(C)(C)c1cc(S)cc(C(C)(C)C)c1O	·	13
CCCC(=O)Nc1ccc(S(=O)(=O)NCCn2ncccc2=O)cc1	-7	-13
Cc1ccccc1N1CCC(C(=O)NCc2cccnc2)C1=O (stereo not drawn)	0	-1
COc1ccc(-c2nnc(N3CCC(C(=O)NC(C)c4ccccc4)CC3)o2)cc1 (stereo not drawn)	-2	4
CCOC(=O)CSc1nnc(CNC(=O)Cc2ccccc2)n1-c1ccccc1OC	-1	-5
COc1ccc(C(=O)N2CCc3nc(CNC(=O)C4CCC4)n(C)c3C2)cc1	3	5
CC(O)(CCc1ccccc1)CNC(=O)C(=O)Nc1cccc(C(F)(F)F)c1 (stereo not drawn)	-8	-18
Cc1cccc(-c2nc(SC3CC(=O)N(c4ccc(C)c(Cl)c4)C3=O)n[nH]2)c1 (stereo not drawn)	6	1
CC1Oc2cc([N+](=O)[O-])cc3c2C1=Cc1ccccc1O3 (stereo not drawn)	·	-4
CCCCS(=O)(=O)N1CC(c2nc(C)no2)C2(CCOCC2)C1 (stereo not drawn)	-2	2
O=C(NCC1CCN(C(=O)c2cc3ccccc3o2)CC1)C(=O)NCC1CCCO1 (stereo not drawn)	-1	-10
O=C(CCOc1ccccc1)NCc1ccco1	-3	2
COc1cc(N2CN=c3s/c(=C\c4ccc(C)o4)c(=O)n3C2)cc(OC)c1OC	-9	26
CCC1CCC(C(=O)NC(C(=O)NCc2cccnc2)C(C)C)CC1 (stereo not drawn)	7	2
Cc1cc(NC(=O)c2noc3c2CCCC3)nn1Cc1ccc(Cl)cc1	-3	-10
CSc1nnc(C)c(=O)n1COC(=O)COc1ccccc1C	-9	-17
COc1ccc(C2NC(=O)CCC2[N+](=O)[O-])c(OC)c1OC (stereo not drawn)	-4	4
CC(c1ccccc1)n1c(SCC(=O)c2ccc(F)cc2)n[nH]c1=O (stereo not drawn)	-7&-9	·
Cc1ccc(Cl)cc1S(=O)(=O)NCC1CCN(C2CCCC2)CC1	-5	-9
Cc1c(C(=O)Nc2ccncc2)sc2nc(-c3ccccc3)cn12	-5	-5
CN1C(=O)Cc2cc(C(=O)NC3CCN(Cc4ccccc4)CC3)ccc21	4	17
Cc1cccc(CNC(=O)c2nn(C)c3c2CN(C(=O)CSc2ccccc2)CC3)c1	-7	66*
C[C@H]1CN(Cc2ccccc2)C(=O)[C@@H]1CC(=O)NCc1ccccc1	0	5
CCOc1ccc(-n2c(SCC(=O)Nc3ccc(CC)cc3)nc3c(c2=O)SCC3)cc1	-6	-3
CCOC(=O)CC[C@H]1CC[C@]2(CCCN(S(C)(=O)=O)C2)O1	-5	-4
CCOc1ccc2nc(C(=O)NC3CCCCC3)cn2n1	-1	1
CCNc1nccc(-n2nc(C)cc2C)n1	-3	-9
C=CCn1c(=N)c(C#N)cc2c(=O)n3cc(C)ccc3nc21	7	-3
COc1ccc(Cl)cc1C(=O)NCc1ccc(S(N)(=O)=O)cc1	-4	-1
O=C1N/C(=C\c2ccc(O)c(Br)c2)C(=O)N1Cc1ccc(Br)cc1	-2	25
CCCSc1ncccc1C(=O)O	6	·
Cc1ccc(C(O)=C2C(=O)C(=O)N(CCN3CCOCC3)C2c2ccco2)cc1 (stereo not drawn)	-2	6
